PABP1 MLLE inh = blocks PAM2 peptide binding to the PABP1 MLLE domain | P11940 | GST-MLLE / FITC-PAM2 fluorescence polarization | inhibition, % at 20 µM | actives 0.36% (n = 360,000) | AID 588489; in the data active = inhibition above about 35%, passing the limit was not always enough;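 also: plate controls were DMSO wells with GST-MLLE for no effect and wells lacking GST-MLLE protein for full effect; some results filed as inactive read as strong as hits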
Target sequence (P11940 whole entry, looked up, the tested form may be a part): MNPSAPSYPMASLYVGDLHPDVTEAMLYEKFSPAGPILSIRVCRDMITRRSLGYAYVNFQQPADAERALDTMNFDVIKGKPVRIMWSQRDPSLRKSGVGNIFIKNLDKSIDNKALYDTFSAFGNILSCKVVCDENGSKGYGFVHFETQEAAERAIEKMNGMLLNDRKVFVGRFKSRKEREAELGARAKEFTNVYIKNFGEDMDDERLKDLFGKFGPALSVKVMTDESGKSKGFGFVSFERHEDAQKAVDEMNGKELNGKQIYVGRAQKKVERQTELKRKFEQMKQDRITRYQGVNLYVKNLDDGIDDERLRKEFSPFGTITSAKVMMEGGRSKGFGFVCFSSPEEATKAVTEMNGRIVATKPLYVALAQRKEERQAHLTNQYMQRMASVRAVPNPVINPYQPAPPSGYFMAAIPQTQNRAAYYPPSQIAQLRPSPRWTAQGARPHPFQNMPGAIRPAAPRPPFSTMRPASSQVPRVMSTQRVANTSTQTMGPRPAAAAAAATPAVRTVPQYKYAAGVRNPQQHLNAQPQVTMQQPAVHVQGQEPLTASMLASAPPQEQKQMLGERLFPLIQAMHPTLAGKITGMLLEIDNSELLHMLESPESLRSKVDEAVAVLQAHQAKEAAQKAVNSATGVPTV
FAS-TE inh = inhibitors of human fatty acid synthase thioesterase domain | P49327 | recombinant FAS-TE, OMFH fluorogenic substrate, fluorescence endpoint | inhibition, % at 15 µM | actives 0.67% (n = 360,000) | AID 602261;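 active = compounds whose normalised, plate-corrected inhibition of enzyme fluorescence in the single-dose primary screen is 50% or more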;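 also: 0% = DMSO with enzyme and 100% = substrate without enzyme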
SKN-1 inh = inhibitors of C. elegans SKN-1 | C. elegans VP596 Pgst-4::GFP/RFP ratio, acrylamide-induced, 24 h | inhibition, % at 21.8 µM | actives 0.49% (n = 360,000);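 active = interference check ratio from 0.5 to 1.5 plus GFP to RFP signal ratio inhibition reaching or exceeding a fixed threshold, cut at about 30% in these data, passing the limit was not always enough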; also: some compounds called inactive have numbers as strong as hits
Neddylation inh = cullin neddylation inhibition | TR-FRET cullin neddylation, biochemical | calls only at 25 µM | actives 0.58% (n = 360,000) | AID 651699; in the data active = inhibition above about 36%
Rpn11 inh = blocks the human proteasome subunit Rpn11; O00487; actives 0.59% (n = 360,000); human 26S proteasome, Ub4-pepOG fluorescence polarization; 20S core pre-blocked with epoxomicin; calls only at 20 µM; AID 588493;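 active = inhibition at 20 µM, scaled to each plate's controls, above about 33%, limit read from the data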
Rin1 Abl inh = inhibitors of human Rin1-Abl protein interaction | TR-FRET Rin1/Abl binding, biochemical | actives 0.4% (n = 360,000) | AID 588664 | inhibition, % at 7.35 µM; in the data active = inhibition above about 5%, passing the limit was not always enough
CSN deneddyl inh = CSN deneddylation inhibition; Purified CSN, SCF-Nedd8-OG deneddylation, fluorescence polarization; inhibition, % at 12.5 µM; actives 0.38% (n = 360,000); AID 651999;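 active = pattern-corrected inhibition above about 35%, with an unprinted fluorescence ratio check between 0.5 and 1.5, limit read from the data, passing the limit was not always enough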;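 also: 0% = enzyme with substrate and 100% = substrate without enzyme; some results filed as inactive read as strong as hits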
Target sequence (Q92905 whole entry, looked up, one chain of several): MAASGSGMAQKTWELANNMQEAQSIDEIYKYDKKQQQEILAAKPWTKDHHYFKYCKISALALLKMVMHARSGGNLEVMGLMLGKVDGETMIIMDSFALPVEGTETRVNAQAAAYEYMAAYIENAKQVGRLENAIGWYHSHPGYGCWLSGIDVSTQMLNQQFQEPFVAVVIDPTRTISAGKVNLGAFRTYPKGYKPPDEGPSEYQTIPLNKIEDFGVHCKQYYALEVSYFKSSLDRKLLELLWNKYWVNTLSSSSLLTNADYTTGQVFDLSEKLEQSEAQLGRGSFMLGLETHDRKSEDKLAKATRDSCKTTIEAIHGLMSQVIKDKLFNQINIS
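assay system = purified human Csn5 enzyme expressed in HEK293T cells | amount = 0.24 nM enzyme | buffer or medium = Tris/NaCl/DTT buffer, pH 7.5 | reagent = 10 nM SCFSkp2-Nedd8OG | compound = one concentration, 12.5 µM, 0.25% DMSO | times = 90 min reaction at room temperature | signal = FP | read-out basis = % inhibition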
NadD block = inhibitors of Staphylococcus aureus NadD; purified NadD enzyme, colorimetric absorbance read-out; inhibition, % at 20 µM; actives 0.78% (n = 360,000); AID 602399; in the data active = inhibition above about 26%; also: some compounds past the cut are filed as inactive
MT1-MMP act inh = inhibitors of human MT1-MMP activation; P50281; actives 0.061% (n = 360,000); HT1080 RFP-PRO-GFP cells, GFP/RFP ratio fluorescence, overnight; percent of plate control window, DMSO zero; GFP/RFP ratio change, % at 20 µM;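 active = GFP/RFP ratio change of at least 30% with cell ATP level not reduced by more than half and red fluorescence within 50% of control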; also: strong numbers were not always called active
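Compound: 20 µM single dose, 1% DMSO / System: HT1080 RFP-PRO-GFP cells / Controls: DMSO and RFP-L50D-GFP cell wells / Read-out basis: GFP/RFP fluorescence ratio / Schedule: overnight compound exposure at 37 °C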
The depositor's hits bear a star; i = inactive; / = not tested or not shown; + = active, no number.

SMILES	PABP1 MLLE inh	FAS-TE inh	SKN-1 inh	Neddylation inh	Rpn11 inh	Rin1 Abl inh	CSN deneddyl inh	NadD block	MT1-MMP act inh
COc1cccc(CN2c3ccc(Br)cc3C(=O)CS2(=O)=O)c1	28	14	10	i	+	4	2	9	10
COc1ccc(C(=O)OCC#CCSc2nnc(-c3cccc4ccccc34)o2)cc1	-83	27	6	/	i	4	-3	1	7
Cc1ccc(CNC(=O)Cn2ccc3cc(S(=O)(=O)N4CCCCCC4)ccc32)cc1	4	13	1	i	i	4	3	-12	4
CNC(=O)c1ccsc1NC(=O)CCS(=O)(=O)c1ccccc1	3	0	-3	i	i	2	2	-9	2
COc1ccc([N+](=O)[O-])cc1NC(=O)c1ccc(CN(c2ccccc2)S(C)(=O)=O)cc1	-5	25	3	i	i	-5	-12	-8	1
COc1cccc(NC(=O)C2CCN(S(=O)(=O)c3ccc4c(c3)NC(=O)C(C)S4)CC2)c1 (stereo not drawn)	10	5	5	i	i	-3	3	-1	3
CC1CCCCN1CCNS(=O)(=O)c1ccc2c(c1)oc(=O)n2C (stereo not drawn)	-1	-8	3	i	i	-5	-3	5	0
Cc1ccc(NC(=O)c2cccs2)cc1NC(=O)c1ccccc1Cl	-8	-1	1	i	i	-2	3	-7	5
COC(=O)c1c(NC(=O)C2=COCCO2)sc(C)c1C	4	11	-12	i	i	-4	-1	-7	0
COC(=O)c1cccnc1-n1c(=O)c2cccnc2n(Cc2cccc(OC)c2)c1=O	15	-3	-5	i	i	2	-3	-6	1
NC(=O)c1ccc(NC(=O)CC23CC4CC(CC(Br)(C4)C2)C3)cc1	1	1	6	i	i	2	-1	1	3
Cn1c(=O)n(C)c2cc(NC(=O)CSc3nnc(-c4ccccc4O)n3-c3ccccc3)ccc21	-11	-2	24	i	i	-1	0	5	7
CCN(C(=O)COC(=O)c1cccnc1)c1cccc2ccccc12	-13	-5	5	i	i	0	0	1	-4
COc1cccc(CN(C)C(=O)CC23CC4CC(CC(C4)C2)C3)c1OC	13	11	6	i	i	-2	4	1	-5
CC(C)CCOc1cccc(OCC(=O)Nc2ccncc2)c1	15	-6	13	i	i	2	1	0	0
O=C(NC(CO)c1ccccc1)c1ccco1 (stereo not drawn)	-4	-9	10	i	i	0	-2	0	0
COc1ccc(C(=O)Nc2ccc(NC(C)=O)cc2)cc1S(=O)(=O)N1CCCCC1C (stereo not drawn)	-23	2	-4	i	i	0	-5	-1	3
CC(=O)c1c(C)nc2ccc(Br)cc2c1-c1ccccc1	6	29	8	i	i	1	4	9	-6
CCOc1cc(NC(=S)Nc2ccccc2)c(OCC)cc1NC(=O)c1ccccc1	27	20	-11	i	i	-4	-3	2	2
COc1ccc(/C(=N/O)C(C)(C)NO)cc1	-2	-11	0	i	i	0	-4	1	4
COc1ccc(CNC(=O)c2cc3c(s2)CN(Cc2ccccc2)C3)cc1	-9	3	-12	i	i	2	-1	-9	2
Cc1cc(C)n2nc(SCC(=O)N(Cc3ccccc3)C3CCS(=O)(=O)C3)nc2n1 (stereo not drawn)	-7	-8	-6	i	i	1	-2	-3	5
O=C(Nc1ccccc1C(=O)Nc1ccc(Br)cn1)c1cccc([N+](=O)[O-])c1	-8	-2	14	i	i	1	9	14	-1
CC1Cc2ccccc2N1S(=O)(=O)c1cccc(C(=O)N2Cc3ccccc3CC2C(N)=O)c1 (stereo not drawn)	6	1	9	i	i	1	-2	-1	2
COCCCn1cc(CN2CC(N3CCCC3)CS2(=O)=O)nn1 (stereo not drawn)	/	-10	-9	i	/	/	0	0	3
NS(=O)(=O)c1ccc(CCNC(=O)c2ccc3c(c2)OCO3)cc1	-1	-2	-7	i	i	-1	2	1	3
CCOC(=O)/C(O)=C/c1ncc(C(F)(F)F)cc1Cl	3	0	0	i	i	0	0	1	1
COc1cccc(-c2sc3ccc(OC)cc3c2C#CCCO)c1	8	20	7	i	i	4	-3	-13	-2
CN(C(=O)c1c[nH]c(=O)cc1C(F)(F)F)c1ccc(Cl)c(Cl)c1	6	-5	12	i	i	-1	1	3	0
CCCOC(=O)c1c(-c2ccccc2)nc(CC)c(C(=O)SCC)c1CCC	11	20	-15	i	i	0	0	23	-3

By substructure, those above containing a CF3 group.
SMILES	PABP1 MLLE inh	FAS-TE inh	SKN-1 inh	Neddylation inh	Rpn11 inh	Rin1 Abl inh	CSN deneddyl inh	NadD block	MT1-MMP act inh
CCOC(=O)/C(O)=C/c1ncc(C(F)(F)F)cc1Cl	3	0	0	i	i	0	0	1	1
CN(C(=O)c1c[nH]c(=O)cc1C(F)(F)F)c1ccc(Cl)c(Cl)c1	6	-5	12	i	i	-1	1	3	0

(listing goes on)
SMILES	PABP1 MLLE inh	FAS-TE inh	SKN-1 inh	Neddylation inh	Rpn11 inh	Rin1 Abl inh	CSN deneddyl inh	NadD block	MT1-MMP act inh
CCC(=O)N1CCN(c2ccc(NC(=O)COc3ccc(CC)cc3)cc2)CC1	13	-6	4	i	i	1	1	-4	0
CC1(c2nnc(Cc3ccccc3)o2)CC(c2ccncc2)=NO1 (stereo not drawn)	-4	-12	4	i	i	-3	-7	-1	4
COc1ccc(N(CC(=O)Nc2ccc(C)c(F)c2)S(=O)(=O)c2c(C)noc2C)cc1	-21	25	7	i	i	1	-1	-13	0
CCN(CC)S(=O)(=O)c1ccc(C(=O)NCc2nnc(SCC(=O)OC)n2C)cc1	-3	-7	10	i	i	0	-3	-3	1
CC1(C)OC(C)(C)/C(=C\c2ccc(OCC(N)=O)cc2)C1=O	-6	-7	14	i	i	2	0	-5	0
O=C(CN1C(=O)NC2(CCCC2)C1=O)Nc1nc2ccccc2s1	-16	-6	14	i	i	-1	2	-5	4
CC(=O)Nc1ccc(S(=O)(=O)NCC(=O)OCC(=O)N2CCCCCC2)cc1	-8	-5	-1	i	i	5	-8	1	1
O=[N+]([O-])c1cc2c(cc1CN1CCN(c3ccccc3F)CC1)OCO2	12	31	22	i	i	3	-3	-3	-2
O=c1c(C(c2nnnn2C2CCCCC2)N2CCCCC2)coc2ccc(Cl)cc12 (stereo not drawn)	4	33	6	i	i	-2	4	0	-17
Cc1cc(C(=O)NCCc2ccccc2)c2cc(F)ccc2n1	0	1	-1	i	i	1	4	-4	3

Nothing new here: 3 of the compounds above.
SMILES	PABP1 MLLE inh	FAS-TE inh	SKN-1 inh	Neddylation inh	Rpn11 inh	Rin1 Abl inh	CSN deneddyl inh	NadD block	MT1-MMP act inh
O=[N+]([O-])c1cc2c(cc1CN1CCN(c3ccccc3F)CC1)OCO2	12	31	22	i	i	3	-3	-3	-2
O=c1c(C(c2nnnn2C2CCCCC2)N2CCCCC2)coc2ccc(Cl)cc12 (stereo not drawn)	4	33	6	i	i	-2	4	0	-17
Cc1cc(C(=O)NCCc2ccccc2)c2cc(F)ccc2n1	0	1	-1	i	i	1	4	-4	3

More entries:
SMILES	PABP1 MLLE inh	FAS-TE inh	SKN-1 inh	Neddylation inh	Rpn11 inh	Rin1 Abl inh	CSN deneddyl inh	NadD block	MT1-MMP act inh
CN(CC(=O)Nc1cccc(F)c1)C(=O)c1sccc1-c1ccccc1	11	0	5	i	i	-1	-1	-2	0
CCNC(=O)COC(=O)c1sccc1C	-5	-1	3	i	i	-4	3	1	5
Cc1noc(C)c1C(=O)N(C)C[C@@H]1OCc2ccccc2-c2c(n(C)c3ccccc23)C(=O)N([C@H](C)CO)C[C@H]1C	6	-6	0	i	i	-2	-1	-3	1
O=S1(=O)N=C(Oc2cccc3ccccc23)c2ccccc21	13	-7	-17	+	i	-3	0	8	2
COc1ccccc1NC(=O)Cn1c(=O)c(N(C)C)c(N)n(C)c1=O	3	-1	4	i	i	-1	-6	-4	-1
Cc1nn(C)c(Oc2ccccc2)c1CCNC(=O)CCl	-10	-2	-8	i	i	-1	-5	2	-7
Cc1cc(F)ccc1Oc1cc(NN2CCCCC2)c([N+](=O)[O-])cc1[N+](=O)[O-]	-1	21	12	i	i	0	-4	-1	10
Cc1ccc(S(=O)(=O)N2CCN(S(=O)(=O)N3CCCCC3)CC2)cc1	7	-4	4	i	i	1	-2	-1	7
CCN1CCN(c2oc(-c3ccc([N+](=O)[O-])cc3)nc2C#N)CC1	4	9	15	i	i	-1	-1	3	0
CCCCN(C(=O)C1CSC2(C)CCC(=O)N12)c1c(N)n(Cc2ccccc2)c(=O)[nH]c1=O (stereo not drawn)	4	-8	5	i	i	0	4	8	-5
CCN1CCN(C(=S)Nc2ccc(Cl)c(Cl)c2)CC1	-83	-1	3	i	i	8	2	-4	3
COc1ccc(NC2CCCN(C(=O)C3(C)CCCCC3)C2)cc1OC (stereo not drawn)	27	-6	18	i	i	-3	-3	9	-5
O=C(Nc1ccccc1C(=O)O)c1cc(S(=O)(=O)N2CCOCC2)c(Br)s1	7	-5	-25	i	i	-1	1	-4	-2
O=C(CCCN=C1NS(=O)(=O)c2ccccc21)OCC(=O)c1ccc(Br)cc1	5	4	4	i	i	1	-1	1	-1
Cc1cc(NC(=O)c2ccc3c(c2)OCO3)no1	-10	-7	6	i	i	-1	3	6	-3
O=C(N/N=C/c1ccccc1Cl)c1ccncc1	2	-8	-13	i	i	-1	7	-3	-3
Cc1ccccc1NC(=O)COC(=O)c1ccc(C)c(S(=O)(=O)N2CCCCC2)c1	8	10	-2	i	i	-1	-2	-6	0
Cn1cc(C(=O)NC2CCCCCCC2)c(=O)c2cc(S(=O)(=O)N3CCCC3)ccc21	-2	19	12	i	i	-1	4	0	-6
CCCCCN(C(=O)CCC(=O)OC(C)C(=O)NC1CCCCC1)c1c(N)n(CCCC)c(=O)[nH]c1=O (stereo not drawn)	-13	-7	1	i	i	1	-5	-5	-7
O=Cc1cn(CCC(=O)O)nc1-c1cccc2ccccc12	13	-6	-3	i	i	-1	-2	1	1
CCCSc1nnc(NC(=O)c2ccco2)s1	-8	-4	6	i	i	-2	6	8	-13
CC(C)(CNS(=O)(=O)c1ccc(Cl)cc1)N1CCCCC1	2	-6	4	i	i	-4	-3	-9	0
CCOC(=O)c1c(C)n(C)c2ccc(OC)c(NC(=O)CN3CCCCC3)c12	-7	-3	10	i	i	2	-2	-3	2
Cc1cc(-c2nc3ccccc3[nH]2)ccc1N	0	-2	8	/	i	-1	-1	1	8
COc1ccc(Nc2cc(C)nc3ccccc23)cc1	-9	-5	3	i	i	-4	-2	-6	7
NC(=O)CSc1nnnn1CC(CC(=O)O)c1ccccc1 (stereo not drawn)	-3	-10	-22	i	i	1	0	-2	4
Cc1cc(C)c(NC(=O)CC(=O)c2ccccc2)c(Cl)c1	0	2	5	i	i	0	2	-2	2
Cc1ccc(C)c(S(=O)(=O)N2CCCC2CNC(=O)C(=O)NCCc2ccco2)c1 (stereo not drawn)	-7	0	7	i	i	3	-2	-2	0
CCCCN(c1ccccc1)S(=O)(=O)c1ccc2c(c1)CCN2C(=O)CCC(=O)O	-5	4	19	i	i	-3	0	-7	-2
O=C(CC1COc2ccccc2O1)NCc1ccccc1 (stereo not drawn)	-4	-1	5	i	i	1	-1	-4	2
C[C@@H]1CN([C@H](C)CO)C(=O)CCCn2nncc2CO[C@@H]1CN(C)C(=O)OCc1ccccc1	-3	-9	-28	i	i	-4	5	1	-2
Cc1nc2ccc(C(=O)N3CCN(C(=O)c4ccco4)CC3)cn2c1N(C)C(=O)CCc1ccccc1	-12	-6	19	i	i	0	-4	6	2
CCOC(=O)N1CCN(CC(=O)Nc2c(C(=O)OC)[nH]c3cc(C)ccc23)CC1	-2	-4	-17	i	i	-8	0	-5	-2
